Screening results as filed in PubChem.
HTR5A ag – activates human HTR5A in OPRM1-OPRD1 agonist counter-screen | P47898 | HTR5A agonist assay, luminescence, cell-based | activation, % at 9.3 µM | hit rate 0.61% among 340,000 | AID 504692; in the data active = activation mostly above about 9.5%, no sharp cut-off; inactive = mostly below about 7.6%;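 also: 0% = cells with vehicle only and 100% = reference agonist; strong numbers were not always called active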
Rtt109 Vps75 – blocks Candida albicans Rtt109/Vps75 acetyltransferase activity; hit rate 0.16% among 330,000; purified Rtt109/Vps75, ThioGlo CoA-SH fluorescence, 4 h; Q5AAJ8; inhibition, % at 34.9 µM; AID 540336;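 active = inhibition of at least 50% in every replicate; inconclusive = best replicate reaches 50% inhibition but some replicates fall short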
Target sequence (Q5AAJ8 whole entry, looked up): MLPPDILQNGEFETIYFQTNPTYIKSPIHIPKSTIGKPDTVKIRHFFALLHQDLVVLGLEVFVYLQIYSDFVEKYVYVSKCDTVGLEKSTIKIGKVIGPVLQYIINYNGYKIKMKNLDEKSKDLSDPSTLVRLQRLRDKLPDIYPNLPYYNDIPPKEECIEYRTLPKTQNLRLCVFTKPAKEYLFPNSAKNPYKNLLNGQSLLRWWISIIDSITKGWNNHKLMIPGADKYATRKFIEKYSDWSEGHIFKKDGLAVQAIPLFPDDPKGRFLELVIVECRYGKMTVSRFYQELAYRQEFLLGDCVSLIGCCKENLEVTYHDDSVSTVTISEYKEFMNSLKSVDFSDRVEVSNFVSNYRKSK
RTF Ca sens act – increases calcium sensitivity of human cardiac regulated thin filaments; activation, % at 7.2 µM; IANBD-labeled TnC RTF fluorescence at EC20 calcium; 0% EC20 calcium, 100% full calcium; hit rate 0.24% among 340,000; P19429+P45379; AID 493008;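 active = activation above the mean over all tested compounds plus 3 SD, cut at about 30% in these data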;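 also: rise in fluorescence read as greater calcium sensitivity of cardiac thin filaments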
SR-BI uptake up – SR-BI HDL lipid transfer activation; CHO ldlA[mSR-BI] cells, DiI-HDL uptake fluorescence, 3 h; 100 = double the neutral-control signal; AID 504775; hit rate 0.096% among 320,000; activation, % at 12.5 µM;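 active = mean replicate activation of at least 60% and every replicate at or above 60%; inconclusive = mean or all-replicate condition met, but not both; inactive = mean below 60% and not all replicates reaching 60%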;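 also: 0% = median plate neutral-control signal and 100% = twice that signal; values of inactives mirror those of a sister screen read the other way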
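System: CHO ldlA[mSR-BI] cells / Medium: HEPES-buffered (25 mM, pH 7.4) F12 plus 0.5% BSA / Probe or stimulus: labelled HDL, 10 µg/mL / Doses: single compound concentration, delivered by pin transfer / Schedule: 3 h, 37 °C / Measured by: DiI fluorescence, bottom read / Measure: cell-associated DiI fluorescence as measure of HDL uptake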
CDK5 inh – inhibitors of human CDK5/p35 kinase; hit rate 0.01% among 330,000; AID 488839; Q00535+Q15078; Recombinant CDK5/p35, ADP-Glo luminescence, 60 min; inhibition, % at 10 µM;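 active = highest replicate inhibition of at least 50% and at least 75% of replicates reaching 50%; inconclusive = only one of the two criteria met; inactive = both criteria failed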;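 also: plate controls were DMSO neutral control for no effect and GW8510 at 10 µM for full effect; many of its hits are not listed in these tables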
PvdQ inh – P. aeruginosa PvdQ acylase inhibition | purified PvdQ acylase, fluorescence plate reader | inhibition, % at 10 µM | hit rate 0.063% among 340,000 | AID 488965; in the data active = inhibition above about 30%, passing the limit was not always enough; inconclusive = no clear call, values can overlap the other calls;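 also: 0% = vehicle neutral wells and 100% = reference inhibitor wells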
SR-BI HDL uptake – inhibitors of mouse SR-BI mediated HDL lipid uptake. Q61009. hit rate 0.96% among 320,000. ldlA[mSR-BI] CHO cells, DiI-HDL uptake fluorescence, 3 h. inhibition, % at 12.5 µM. AID 488896;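 active = mean replicate inhibition of at least 70% and a set share of replicates each scoring 70 or more; inconclusive = meets just one of the two criteria; inactive = fails both criteria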;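 also: 0% = median of neutral control wells and 100% = median of positive control wells; values of inactives mirror those of a sister screen read the other way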
Target sequence (Q61009 whole entry, looked up): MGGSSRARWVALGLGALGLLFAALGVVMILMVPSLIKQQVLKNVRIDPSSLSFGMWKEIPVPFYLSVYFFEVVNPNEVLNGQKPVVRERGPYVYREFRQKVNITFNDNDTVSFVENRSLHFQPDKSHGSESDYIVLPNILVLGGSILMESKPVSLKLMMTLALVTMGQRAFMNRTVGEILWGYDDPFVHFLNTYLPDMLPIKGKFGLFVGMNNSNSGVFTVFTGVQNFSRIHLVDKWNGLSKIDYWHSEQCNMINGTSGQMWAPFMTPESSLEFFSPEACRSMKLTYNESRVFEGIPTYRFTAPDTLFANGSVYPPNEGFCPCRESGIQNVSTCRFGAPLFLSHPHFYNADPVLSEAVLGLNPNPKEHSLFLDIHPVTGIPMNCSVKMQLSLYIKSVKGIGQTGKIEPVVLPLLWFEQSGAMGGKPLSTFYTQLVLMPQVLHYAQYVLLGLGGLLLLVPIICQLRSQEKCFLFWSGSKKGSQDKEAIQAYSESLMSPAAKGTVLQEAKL
Wnt bcat act – activators of Wnt/beta-catenin signaling. Wnt/beta-catenin reporter cell assay, activator, plate reader. activation, % at 9.35 µM. hit rate 1.2% among 300,000. AID 743398; in the data active = activation above about 30%, passing the limit was not always enough; inconclusive = no clear call, values can overlap the other calls;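 also: 0% = neutral control wells and 100% = positive control wells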
MITF TRPM1 HTS – activators of MITF-driven TRPM1 promoter activity in SK-MEL-5 cells; SK-MEL-5 TRPM1-promoter luciferase, 24 h; % of positive control, neutral wells = 0; activation, % at 12.5 µM; hit rate 0.75% among 300,000;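 active = mean activation of at least 80% with every replicate also reaching 80%; inconclusive = mean reaches 80% but some replicate falls short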;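 also: 0% = neutral control wells and 100% = parthenolide positive control wells; values of inactives mirror those of a sister screen read the other way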
dFosB act – activators of mouse delta FosB homodimer. P13346. purified delta FosB, TAMRA-CDK5 oligo fluorescence polarization; percent of positive-control signal above neutral wells. activation, % at 25 µM. hit rate 0.99% among 340,000;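 active = mean activation above about 17%, with every replicate also reaching it, limit read from the data, passing the limit was not always enough; inconclusive = only one of the two conditions met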;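 also: fluorescence polarization rise as delta FosB binds a TAMRA Cdk5 AP-1 oligo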
An asterisk follows results filed as active; ? = inconclusive; . = no result given; + = active, no number.

Molecule,HTR5A ag,Rtt109 Vps75,RTF Ca sens act,SR-BI uptake up,CDK5 inh,PvdQ inh,SR-BI HDL uptake,Wnt bcat act,MITF TRPM1 HTS,dFosB act
CCC1=NN2C(=N)/C(=C/c3c(C)nn(-c4ccccc4)c3Cl)C(=O)N=C2S1,5,5,1,15,-1.4,-7,-15,-1,-1,-13
C[C@H](NC(=O)c1nc[nH]c1C(=O)N[C@@H](Cc1ccccc1)C(=O)OC(C)(C)C)c1ccccc1,-1,8,-9,-11,-1.3,-10,11,-7,6,-1
CCc1ccccc1NC(=O)C(C)n1nc([N+](=O)[O-])c(Br)c1C (stereo not drawn),0,5,-6,12,0.1,-9,-12,-2,-4,9
COc1ccc(CCN(C)C(=O)c2cc(-c3ccccc3)nc3ccc(C)cc23)cc1OC,-7,7,-2,-8,-3.2,5,8,-2,-13,-2
CCc1ccc(NC(=S)N(CCN2CCCCC2)Cc2ccco2)cc1,2,3,-9,7,-0.4,-6,-7,.,0,-8
CC(C)NC(=S)N1CCCN(c2ncccc2[N+](=O)[O-])CC1,0,-1,3,.,1.0,-12,.,1,1,3
O=C(NC1CCOc2ccccc21)c1ccc(Cl)nc1 (stereo not drawn),-1,-4,-3,1,-5.0,-10,-1,-1,-9,5
COc1ccccc1-c1sc2ccccc2c1-c1ccc(OCCN2CCCCC2)cc1,3,3,4,2,-2.0,-8,-2,.,-1,?
Cc1ccc(N(C)C(=O)c2cnn(-c3ccccc3)c2C)c(C)c1,5,-8,-6,-28,-0.7,-19,28,-1,.,1
O=C(c1ccc2ccccc2n1)N1CCN(S(=O)(=O)c2ccccc2)CC1,-1,-1,1,10,-0.8,-15,-10,2,2,-10
O=C(CN(c1ccc(F)cc1)S(=O)(=O)c1ccc2c(c1)OCCO2)NCc1ccccc1,-4,-13,2,8,1.9,8,-8,.,2,8
Cc1ccc(C(=O)NCCOc2cccc(C)c2)cc1,-5,4,0,11,-0.8,8,-11,5,49,-3
COc1ccc(/C=C2\N=C3CCCCCN3C2=O)cc1OC,3,3,12,37,-6.9,-9,-37,13,.,0
CCc1ccccc1NC(=S)N(Cc1cccc(C)c1)c1cccnc1,-2,-1,-4,-18,0.0,-6,18,0,5,0
O=C(Nc1cccc(S(=O)(=O)N2CCOCC2)c1)c1ccc(N2CCOCC2)c([N+](=O)[O-])c1,0,15,7,-76,0.4,5,?,1,-7,-11
Cc1cc(=O)oc2c(C)c(OC(C)C(=O)N3CC[C@@]4(O)CCCC[C@H]4C3)ccc12 (stereo partly drawn),9,0,1,-24,-3.0,2,24,-1,0,4
COc1cc(C(=O)NCC2CCCO2)cc(OC)c1OC (stereo not drawn),2,-7,-1,16,1.8,2,-16,.,-1,4
CCOc1ccc(OCC)c(NC(=O)CSc2nc3c(c(=O)n(C)c(=O)n3C)n2CC)c1,-3,-3,0,-20,1.8,-15,20,.,9,-9
COc1cc(/C=C2/SC(=Nc3ccc(O)cc3)NC2=O)cc(OC)c1O,0,5,8,-66,0.8,9,66,-1,-7,-18
O=C(COC(=O)c1cc(-c2cccc(Br)c2)nc2ccccc12)NCC1CCCO1 (stereo not drawn),4,10,10,-39,-0.5,3,39,-2,-26,-19
N=c1oc2c3c4c(cc2cc1C(=O)Nc1ccccc1)CCCN4CCC3,12,-6,+,-35,0.2,15,35,17,36,-1
O=C(Nc1ccccc1)c1cccnc1Nc1ccccc1,6,13,-6,-48,0.2,0,48,.,20,-8
COc1cccc(NC(=O)c2sc3ncn(CC(=O)N4CCN(c5ccccn5)CC4)c(=O)c3c2C)c1,-5,-10,1,-79,0.5,-12,79*,-2,13,-8
CCOc1cc(C(=O)OCC(=O)c2c(C)[nH]c3ccccc23)ccc1OCC(=O)N1CCOCC1,1,11,0,.,-1.9,-11,.,-3,-5,-9
COc1ccc(/C=N/NC(=O)c2cc(-c3ccccc3OC(C)C)nc3ccccc23)cc1CN1CCOCC1,-3,2,-2,5,.,28,-5,-8,2,2
CC1(C)Cc2nc3sc4c(NCCO)ncnc4c3cc2CS1,-3,2,0,-79,1.5,-4,79*,9,17,-15
CC(C)NC(=O)Nc1cccc2c1O[C@H](CN(C)C(=O)NC1CCCCC1)[C@H](C)CN([C@H](C)CO)C2=O,-7,3,-12,8,-1.5,-1,-8,-1,11,-5
Cc1ccc(-c2nn(CC(=O)N3CCOCC3)c(=O)c3ccccc23)cc1S(=O)(=O)N(C)C,5,35,0,.,2.4,4,.,-1,-6,-15
N#Cc1ccccc1CN1C(=O)c2ccccc2S1(=O)=O,7,-9,-5,10,0.0,-17,-10,-1,-3,0
COC(=O)C(NC(=O)c1ccc(F)cc1)(Nc1nc(C)cs1)C(F)(F)F (stereo not drawn),3,11,-4,-14,0.6,-17,14,.,-1,-9
CC1=NN(C(=O)c2csc(C)c2C)C(O)(C(F)(F)F)C1 (stereo not drawn),0,5,-5,-34,-3.6,-3,34,4,7,0
O=C(NNc1ccccc1Cl)C(O)(c1cccc(C(F)(F)F)c1)c1cccc(C(F)(F)F)c1,4,4,2,-6,1.2,13,6,-3,-7,13
CCOc1ccc(CNC(=O)C(CC)n2nc(C)n3c(cc4occc43)c2=O)cc1OC (stereo not drawn),10,-4,1,6,0.3,1,-6,.,-9,-3
CC(C)OC(=O)CSc1nc(-c2ccc(F)cc2)cc(C(F)(F)F)n1,4,0,-3,-56,-0.7,6,56,.,5,-5
CCN(Cc1ccccc1)S(=O)(=O)c1ccc(C(=O)N(CCCN(C)C)c2nc3cc(OC)ccc3s2)cc1,-5,29,-10,33,-2.2,-11,-33,1,-62,-14
CCCn1c(SCc2cc(=O)[nH]c3ccccc23)nc2c1c(=O)n(C)c(=O)n2C,-1,8,-3,23,-0.7,-1,-23,-4,3,-10
CC(=O)N(CC1CCCO1)c1nnc(-c2cnccn2)s1 (stereo not drawn),-2,0,-3,9,-0.4,3,-9,12,-5,-8
CCn1c(SCC(=O)NNC(=O)c2ccc(C)cc2)nnc1-c1ccncc1,-1,0,0,31,-1.0,-17,-31,-3,.,1
O=[N+]([O-])c1ccc(N2CCOCC2)nc1,0,4,-2,16,1.5,-2,-16,.,8,0
Cc1cccc(C)c1NC(=O)C(Cl)C(=O)c1ccccc1 (stereo not drawn),-5,-9,2,25,1.9,-27,-25,6,-6,4

Looked up one by one from the entries so far (3):
Molecule,HTR5A ag,Rtt109 Vps75,RTF Ca sens act,SR-BI uptake up,CDK5 inh,PvdQ inh,SR-BI HDL uptake,Wnt bcat act,MITF TRPM1 HTS,dFosB act
CCCn1c(SCc2cc(=O)[nH]c3ccccc23)nc2c1c(=O)n(C)c(=O)n2C,-1,8,-3,23,-0.7,-1,-23,-4,3,-10
CCn1c(SCC(=O)NNC(=O)c2ccc(C)cc2)nnc1-c1ccncc1,-1,0,0,31,-1.0,-17,-31,-3,.,1
CCN(Cc1ccccc1)S(=O)(=O)c1ccc(C(=O)N(CCCN(C)C)c2nc3cc(OC)ccc3s2)cc1,-5,29,-10,33,-2.2,-11,-33,1,-62,-14

Next section.
Molecule,HTR5A ag,Rtt109 Vps75,RTF Ca sens act,SR-BI uptake up,CDK5 inh,PvdQ inh,SR-BI HDL uptake,Wnt bcat act,MITF TRPM1 HTS,dFosB act
Cc1cnc(NC(=O)c2cccs2)s1,2,.,4,10,14,12,-10,19,30,-4
CCCCn1c(N)c(N(CC)C(=O)c2cccc(OCc3ccccc3)c2)c(=O)[nH]c1=O,3,-28,0,4,-0.4,-14,-4,0,-4,-6
O=C(Nc1cccc2ccccc12)C1CCCC1,-2,-5,2,-3,1.6,-13,3,0,.,-2
O=C(C1CCN(c2nnnn2-c2ccccc2)CC1)N1CCN(c2ccccc2)CC1,2,8,-1,1,-0.6,-8,-1,.,.,-6
O=C(NCCN1C(=O)C2C3C=CC(C3)C2C1=O)Nc1ccc(Br)cc1 (stereo not drawn),-4,-4,-1,12,-0.2,-1,-12,37*,67,0
CC(C)(C)NC(=O)C(c1ccncc1)N(Cc1cccs1)C(=O)Cn1nnc(-c2cccs2)n1 (stereo not drawn),0,37,2,-4,0.7,-2,4,2,-16,-8
CCn1nc(C)cc1-c1n[nH]c(=S)n1N,2,2,1,17,1.6,-28,-17,.,-2,-3
CC(Sc1nncn1-c1ccccc1)C(=O)Nc1cccc([N+](=O)[O-])c1 (stereo not drawn),7,15,3,12,0.9,-1,-12,20,-3,-6
COc1ccc(CNS(=O)(=O)c2cc(Br)cc3c2N(C(C)=O)C(C)C3)cc1 (stereo not drawn),7,1,-3,4,0.6,-11,-4,-4,-6,-12
O=C(COc1ccc(Br)cc1Br)NC(=O)NC1CCCC1,7,4,0,-15,-0.2,-10,15,12,104*,-4
CC(C)(O)C#Cc1ccc(C(=O)N2CCN(c3ccc(F)cc3)CC2)cc1,2,5,-2,6,0.1,13,-6,1,-7,1
CC1(C(=O)N(CC(=O)NC2CCCC2)Cc2ccccc2)CC(=O)N=C2C=CC=CN21 (stereo not drawn),11,1,-2,8,2.8,-13,-8,-1,0,-1
CCOC(=O)C1CCN(S(=O)(=O)c2ccccc2)CC1,4,6,-11,14,1.1,2,-14,-2,-9,4
COc1cc(-c2cc(N3C(=O)Nc4ccccc4N3O)n[nH]2)cc(OC)c1OC,4,.,-3,12,1.7,3,-12,1,0,-7
N#Cc1nc(-c2ccccc2F)oc1NCc1ccccc1,19,-3,0,3,0.8,-15,-3,1,15,-6
Cc1cccc(NC(=O)CSc2nnc(-c3ccc(S(=O)(=O)N4CCOCC4)cc3)n2C)c1,0,3,-3,3,-0.4,7,-3,-1,12,-4

A draw from above in order of molar mass, largest number first:
Molecule,HTR5A ag,Rtt109 Vps75,RTF Ca sens act,SR-BI uptake up,CDK5 inh,PvdQ inh,SR-BI HDL uptake,Wnt bcat act,MITF TRPM1 HTS,dFosB act
Cc1cccc(NC(=O)CSc2nnc(-c3ccc(S(=O)(=O)N4CCOCC4)cc3)n2C)c1,0,3,-3,3,-0.4,7,-3,-1,12,-4
CC1(C(=O)N(CC(=O)NC2CCCC2)Cc2ccccc2)CC(=O)N=C2C=CC=CN21 (stereo not drawn),11,1,-2,8,2.8,-13,-8,-1,0,-1
O=C(COc1ccc(Br)cc1Br)NC(=O)NC1CCCC1,7,4,0,-15,-0.2,-10,15,12,104*,-4
N#Cc1nc(-c2ccccc2F)oc1NCc1ccccc1,19,-3,0,3,0.8,-15,-3,1,15,-6
